MT stabilizer: stabilizes microtubules in HeLa cells; HeLa tubulin immunostaining HCS, 24 h; share of cells brighter than vehicle mean+2SD; hit rate 0.83% among 200,000; % tubulin-high responders, % at 10 µM;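 active = plate Z-score above 3 for both tubulin-high and condensed-nucleus cell shares, with cell loss under 80%, at 10 µM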;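 note: anti alpha tubulin signal scored within the nucleus-defined area of each cell; some results filed as inactive read as strong as hits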
Lipid droplet: modulators of hepatic lipid droplet formation; AML12 mouse hepatocytes, oleate lipid droplets, BODIPY imaging; inhibition, % at 6.5 µM; hit rate 0.4% among 240,000; AID 1656;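 active = lipid droplet intensity inhibited by at least 50%, with more than 500 cells counted; inconclusive = wells with under 300 cells, treated as cytotoxic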
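System: AML12 hepatocytes (mouse). Probe or stimulus: oleic acid at 100 µM to induce lipid droplet formation. Times: overnight treatment with compound plus oleate. Detection: Image-based BODIPY and DAPI two-channel analysis. Evaluation: percent inhibition of filter-corrected integrated lipid droplet intensity per well.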
human PMI inhibitors: MPI inhibition at elevated mannose 6-phosphate – biochemical, fluorescence intensity, high mannose 6-phosphate, primary screen (AID 1220); recombinant PMI enzyme, coupled fluorescence intensity; higher % means a stronger effect; one-dose inhibition, % at 20 µM; IC50 in µM for titrated hits; hit rate 0.66% among 190,000
human PMI inhibition: MPI enzyme activity inhibition – biochemical, fluorescence intensity, coupled assay, primary screen (AID 1209) | purified PMI enzyme, coupled fluorescence intensity; higher % means a stronger effect | hit rate 0.42% among 190,000 | inhibition, % at 20 µM; hits with a dose series show IC50 in µM;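 note: plate controls were DMSO vehicle for no effect and wells lacking substrate for full effect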
Ins promoter up: MIN6 insulin promoter up-regulation; MIN6 insulin promoter-GFP reporter, high-content imaging; stronger effect = higher value; z-score at 5 µM; hit rate 0.3% among 190,000;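 active = z-score above 3 at 5 µM with at least 500 cells counted in the well; inconclusive = wells under 500 cells, flagged as cytotoxic or low count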
Autophagy HCS: alters autophagy in cells. MEF GFP-LC3 puncta imaging; test concentration mostly 10 µM. calls only at 10 µM (by protocol). hit rate 0.98% among 190,000;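 active = percentage of spot-positive cells more than 3 SD above its plate mean, without a fluorescence outlier flag or 80% toxicity; inconclusive = no clear call, values can overlap the other calls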;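 note: spot-positive cell cutoff set from DMSO-treated cells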
bCat nuc transl: modulators of beta-catenin nuclear translocation. HeLa beta-catenin nuclear translocation, immunofluorescence imaging. nuclear translocation activity, % at 5 µM. hit rate 0.3% among 190,000. AID 1665;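 active = nuclear translocation activity above 50% at 5 µM, with a well cell count of 50 or more; inconclusive = wells under 50 cells across six images, flagged as toxic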;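 note: per-cell ratio of nuclear to cytoplasmic median beta-catenin stain intensity; plate controls were DMSO negative control for no effect and GSK-3 inhibitor IX positive control for full effect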
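Signal – beta-catenin immunofluorescence imaging with DAPI · Test system – human HeLa cell line · Dosing – 5 µM primary single dose, 0.1% DMSO, 0.02–20 µM confirmation series · Measure – % activation, nuclear-to-cytoplasmic median beta-catenin signal ratio per cell · Incubation – 24 h compound exposure at 37°C, 5% CO2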
TNAP activators: human TNAP enzyme activators, primary screen, biochemical, luminescent, no phosphate acceptor, uHTS (AID 1001); hit rate 0.03% among 200,000; purified TNAP, luminescent activation assay, no phosphate acceptor; higher activation fold means a stronger effect; one-dose activation fold at 20 µM; EC50 in µM for titrated hits; in the data active = activation fold from about 3, or a potency from the dose series; inactive = the rest, 99 in 100 with activation fold below about 1.6; note: many of its hits are not listed in these tables
T cell HTS: T cell immune modulation candidate. 2C CD8+ T cell-vesicle binding, flow cytometry; stronger effect = lower value. calls only at 7 µM. hit rate 0.068% among 330,000. AID 2052;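 active = response, share of CD8 T cells binding vesicles, and their 90th percentile fluorescence all below set limits, cut at about 80% in these data, passing the limit was not always enough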
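incubation = binding step 1.5 h, 37 °C, antibody labelling 20 min, ice | test system = 2C mouse CD8+ T cells | read-out basis = percent CD8+ FL2 mean versus row control | controls = Peptide-free naked vesicles (low) and QL9 vesicles with 0.7% DMSO vehicle (high) | detection = flow cytometry of vesicle-bound cells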
Ins promoter up cell count: recorded beside Ins promoter up, whose call it bears; cell count; measured here: cytotoxicity, nuclei count;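 total cells summed across four imaged fields per well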
Lipid droplet cells 6.5 µM: second read-out of Lipid droplet, no call of its own (marks repeat the call); cell count; measured here: cell count, cytotoxicity flag;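 cells counted across two imaged fields per well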
bCat nuc transl cell count 5 µM: second read-out of bCat nuc transl, no call of its own (marks repeat the call); cell count; measured here: cell count, cytotoxicity flag
T cell HTS vesicle-bound %: recorded beside T cell HTS, whose call it bears; double positive events, %; measured here: CD8+ vesicle-bound cell fraction;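 binding gate set so that unloaded-vesicle control wells show 10% double positive cells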
MT stabilizer Hoechst-high %: second read-out of MT stabilizer, no call of its own (marks repeat the call); % Hoechst-high responders; measured here: nuclear condensation Hoechst responders;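 share of cells brighter than vehicle mean plus two SD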
MT stabilizer cytotoxicity %: also measured in MT stabilizer; calls as there; toxicity, %; measured here: cytotoxicity by cell density;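 0% = mean cell density of plate MIN control wells and 100% = no cells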
Autophagy HCS cell loss 18 h: further read-out of Autophagy HCS, marked with its call; toxicity, %; measured here: cell loss, nuclei count;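 cell loss after 18 h compound exposure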
Starred values were filed as active, the others as inactive; i = inactive; ? = inconclusive; . = no result given. Cut-off read from the data, not from the text of the source, unless noted: active = inhibition above about 50%; inactive = the rest. The order is random. Share with any hit: about 2.9%.

SMILES	MT stabilizer	MT stabilizer Hoechst-high %	MT stabilizer cytotoxicity %	Lipid droplet	Lipid droplet cells 6.5 µM	human PMI inhibitors	human PMI inhibition	Ins promoter up	Ins promoter up cell count	Autophagy HCS	Autophagy HCS cell loss 18 h	bCat nuc transl	bCat nuc transl cell count 5 µM	TNAP activators	T cell HTS	T cell HTS vesicle-bound %
COc1ccc(-c2cc(C(=O)O)no2)cc1	.	.	.	-12	725	8%	9%	0.29	1492	i	5	0.0	1066	1	i	58
CCOC(=O)Cn1c(=NC(=O)C2CC2)sc2c(C)cc(C)cc21	.	.	.	-9	714	.	.	2.1	947	.	.	0.4	1272	.	i	45
COc1ccccc1CC(=O)Nc1ccc(F)cc1F	3.0	1.1	5.5	1	665	-1%	-7%	-0.02	1121	i	-10	1.8	1039	1.1	i	26
COC(=O)c1cc(NC(=O)Cn2c(=O)cnc3ccccc32)cc(C(=O)OC)c1	3.1	2.4	7.6	.	.	12%	12%	0.83	1145	i	4	0.5	1148	1.1	i	41
Cc1cccc(N2CCN(C(=O)c3ccncc3)CC2)c1C	45*	31*	22*	-12	728	4%	6%	-0.08	1265	i	12	.	.	1.1	i	11
CNC(=O)CN(c1ccc2c(c1)OCCO2)S(C)(=O)=O	1.8	1.3	3.5	-6	758	-1%	2%	-0.7	891	i	0	-2.2	1228	1.1	i	11
Cc1ccc(CN2CCN(Cc3cccn3-c3ccccn3)CC2CCO)o1 (stereo not given)	2.3	2.2	8.4	1	711	2%	9%	-0.28	1414	i	-35	2.3	1118	1.1	i	58
COc1ccc(N/N=C/c2c(C(=O)O)ccc3ccccc23)cc1	.	.	.	-17	562	.	.	?	.	.	.	-0.9	1397	.	i	54
O=C(NCc1ccco1)C1CCCN(S(=O)(=O)c2ccc(-n3cnnn3)cc2)C1 (stereo not given)	1.7	2.1	8.3	.	.	-5%	-11%	0.51	1065	i	-8	-2.5	976	1	i	40
COC(=O)C1=C(C)N=c2s/c(=C/c3cccs3)c(=O)n2C1c1ccc(F)cc1 (stereo not given)	2.4	1.6	4.7	-1	663	10%	8%	.	.	i	-5	-2.0	1184	0.9	i	37
COC(=O)C1=C(C)Nc2ncnn2C1c1ccc(C)o1 (stereo not given)	3.5	0.9	4.5	-36	633	-3%	0%	.	.	.	.	5.6	981	0.9	i	49
Brc1ccc(-c2nn3c(-c4ccccn4)nnc3s2)o1	3.1	2.0	8.1	5	620	-14%	-2%	-0.14	1816	i	13	0.5	1046	1.1	i	20
O=C(Nc1cccc(S(=O)(=O)N2CCOCC2)c1)c1ccc2ccccc2n1	.	.	.	16	684	.	.	-0.23	895	.	.	1.0	1399	.	i	51
Cc1cc(=O)[nH]c(Nc2cccc(C(F)(F)F)c2)n1	7.4	4.0	12	.	.	-12%	-10%	1.4	972	i	7	-8.8	776	1	i	19
CC(C)C(=O)NC(=O)[C@@H]1CCCN1C(=O)/C=C/c1ccccc1	3.3	3.3	7.4	-3	684	-11%	-15%	0.47	1264	i	-38	.	.	1.1	.	.
CC(C)COP(=O)(c1ccc(N(C)C)cc1)C(Nc1ccccc1)c1ccccc1 (stereo not given)	3.2	1.6	8.1	20	675	14%	15%	-0.26	1501	i	-39	-2.8	1127	1.1	i	26
Cc1c(C(c2ccc(O)cc2)c2c(C)n(C)n(-c3ccccc3)c2=O)c(=O)n(-c2ccccc2)n1C	2.4	1.2	0.3	5	705	-6%	-18%	.	.	i	9	-1.9	1180	1.1	i	52
CC(NC(=O)c1ccco1)C1CCCO1 (stereo not given)	1.4	1.3	7.3	-4	770	-7%	-10%	0.46	889	i	1	.	.	1.2	i	39
Cc1ccccc1NC(=O)Cn1cnc2c(oc3nc4c(cc32)COC(C)(C)C4)c1=O	3.9	2.8	7.0	9	636	5%	4%	0.18	1333	i	-4	0.0	979	1.1	i	35
O=C(C1=C[C@H](c2coc3ccccc3c2=O)C[C@H](OCc2ccc(CO)cc2)O1)N1CCN(Cc2ccccc2)CC1	3.1	2.2	9.9	-32	713	14%	8%	-0.58	1370	i	-1	-1.9	1068	1	.	.
O=C(CSc1ccccc1C(=O)O)Nc1cccc(C(=O)O)c1	4.8	2.3	6.9	.	.	-4%	-11%	0.85	1049	i	-4	-6.1	991	1	i	20
COc1cc(/C=N/NC(=O)Cc2c[nH]c3ccccc23)cc(OC)c1OC	4.0	2.7	8.5	-6	688	9%	10%	-0.99	1125	i	-4	-0.5	1025	1.1	i	49
Cc1nc(SCC(=O)NC(=O)NCc2ccco2)nc(C)c1C	2.4	3.4	11	0	738	-10%	-32%	-0.63	1278	i	-9	0.4	1056	1.1	i	2
O=S(=O)(c1ccc(F)cc1)N1CCN(c2ncccn2)CC1	.	.	.	7	701	.	.	-1.3	1063	.	.	-1.8	1332	.	i	39
CC(C)c1nc2sc3c(=O)n(N)cnc3c2c2c1COC(C)(C)C2	2.7	2.2	7.7	-6	624	11%	17%	-0.13	1460	i	-9	0.1	1091	1.1	i	47
COc1ccc2nc(/C=N/NC(=O)[C@H](CCSC)NC(=O)OC(C)(C)C)ccc2c1	3.6	3.0	6.1	-2	710	12%	14%	0.61	1509	i	9	0.3	1069	1.3	i	29
CCC1(C(=O)c2ccccc2)C2c3cc(Br)ccc3OC(=O)C21C(=O)N1CCOCC1 (stereo not given)	1.6	1.6	11	.	.	1%	16%	0.6	1561	i	7	0.3	1353	1	i	16
CCCCOc1ccc(NC(=O)C(=O)NCCC2=CCCCC2)cc1	3.8	2.6	6.0	-1	756	-14%	-12%	0.25	892	i	4	-7.4	1146	1	i	21
O=C(NNc1nc(-c2ccccc2)cs1)c1ccco1	6.2	1.5	2.1	-4	650	-14%	-24%	-0.06	1297	i	-9	-2.0	937	2.4	i	18
O=C(NCc1ccccc1)c1c(F)c(F)c(F)c(F)c1F	2.3	1.2	4.8	.	.	0%	1%	-0.09	1290	i	3	1.1	1189	1	i	51

Quoted at random: 5 records from the list.
SMILES	MT stabilizer	MT stabilizer Hoechst-high %	MT stabilizer cytotoxicity %	Lipid droplet	Lipid droplet cells 6.5 µM	human PMI inhibitors	human PMI inhibition	Ins promoter up	Ins promoter up cell count	Autophagy HCS	Autophagy HCS cell loss 18 h	bCat nuc transl	bCat nuc transl cell count 5 µM	TNAP activators	T cell HTS	T cell HTS vesicle-bound %
COc1ccccc1CC(=O)Nc1ccc(F)cc1F	3.0	1.1	5.5	1	665	-1%	-7%	-0.02	1121	i	-10	1.8	1039	1.1	i	26
CC(NC(=O)c1ccco1)C1CCCO1 (stereo not given)	1.4	1.3	7.3	-4	770	-7%	-10%	0.46	889	i	1	.	.	1.2	i	39
Cc1cc(=O)[nH]c(Nc2cccc(C(F)(F)F)c2)n1	7.4	4.0	12	.	.	-12%	-10%	1.4	972	i	7	-8.8	776	1	i	19
CNC(=O)CN(c1ccc2c(c1)OCCO2)S(C)(=O)=O	1.8	1.3	3.5	-6	758	-1%	2%	-0.7	891	i	0	-2.2	1228	1.1	i	11
O=C(NCc1ccccc1)c1c(F)c(F)c(F)c(F)c1F	2.3	1.2	4.8	.	.	0%	1%	-0.09	1290	i	3	1.1	1189	1	i	51

Continuation.
SMILES	MT stabilizer	MT stabilizer Hoechst-high %	MT stabilizer cytotoxicity %	Lipid droplet	Lipid droplet cells 6.5 µM	human PMI inhibitors	human PMI inhibition	Ins promoter up	Ins promoter up cell count	Autophagy HCS	Autophagy HCS cell loss 18 h	bCat nuc transl	bCat nuc transl cell count 5 µM	TNAP activators	T cell HTS	T cell HTS vesicle-bound %
O=C(CCc1nc2ccccc2s1)c1ccccc1	3.8	1.1	1.9	-2	557	0%	9%	-0.45	1333	i	5	.	.	1.2	i	4
O=C(CCSCc1cccc(Cl)c1)NC1CCCC1	2.9	2.3	9.6	-30	588	-11%	-3%	-1.8	728	i	10	-0.8	1082	1.2	i	29
COC(=O)CSc1nnc(CNC(=O)c2ccccc2F)n1-c1ccccc1	2.5	1.1	19	42	612	0%	1%	.	.	i	8	-3.5	1062	1.1	i	43
COc1ccc(OCCN2C(=O)c3ccccc3C2=O)cc1	2.2	3.3	6.3	-4	711	-6%	-4%	0.15	1246	i	-1	-4.2	1106	1.2	i	58
CCCc1[nH][nH]c(=O)c1C(c1cccc(Cl)c1)C(C#N)C#N (stereo not given)	12	6.9	10	0	743	7%	16%	0.31	955	i	42	.	.	1	i	48
Cc1onc(-c2c(F)cccc2Cl)c1C(=O)NC(=S)NC1CCSC1=O (stereo not given)	1.7	2.0	3.2	-10	569	7%	11%	0.69	1429	i	-1	0.1	972	1.2	i	30
Cc1cc(C=O)c(C)n1-c1ccc(N2CCCC2)c([N+](=O)[O-])c1	3.6	0.9	6.1	.	.	35%	12%	-1.2	1393	i	10	0.3	801	1	i	41
CC1CCCCN1C(=O)CSc1nc(N)cc(=O)[nH]1 (stereo not given)	1.3	0.8	2.7	6	762	0%	-6%	.	.	i	-10	-2.8	1117	1	i	26
CCOC(=O)c1c(NC(=O)C[n+]2ccc(N(C)C)cc2)sc(C)c1C	4.6	1.3	6.9	-18	716	7%	1%	-2.3	639	i	3	0.5	1076	1.1	i	41
CCOC(=O)N1CCC(N(C(=O)Nc2ccccc2)C(C)CC)CC1 (stereo not given)	5.5	2.1	7.3	.	.	-3%	-11%	-0.42	1572	i	-2	-1.7	1378	1	i	39
Brc1cccc(OCCOCCn2ccnc2)c1	1.0	2.0	11	15	815	2%	6%	.	.	i	8	-3.2	992	0.9	i	32
CCOCCCNC(=O)C(c1ccc(C)cc1)N(Cc1cccs1)C(=O)c1ccccn1 (stereo not given)	2.3	2.3	4.9	-5	709	-5%	1%	-1.1	1202	i	7	0.1	1044	1.1	i	41
